High-throughput results (PubChem BioAssay)
PLAP act: human PLAP activation | P05187 | purified PLAP enzyme, luminescent substrate read-out; hits give high values | activation fold at 20 µM | 1.2% of 96,000 active; in the data active = activation fold above about 2
ERa coact pot: enhances coactivator binding to human estrogen receptor alpha; P03372; TR-FRET ERalpha-LBD/SRC-Cy5 coactivator binding, 2 h; 100 = basal binding, no effect; coactivator binding (% of control), % at 25.6 µM; 1.3% of 86,000 active; AID 639; in the data active = activity above about 200%;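 note: binding measured in presence of low estradiol as agonist stimulus; 0% = peptide alone without receptor and 100% = receptor with peptide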
CD11b adhes inh: CD11b/CD18-fibrinogen binding inhibition; 0.54% of 93,000 active; K562 CD11b/CD18 adhesion to fibrinogen, ATPlite luminescence; Mn2+ added to activate the integrin; P05107+P11215; AID 1497; inhibition, % at 10 µM;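 active = primary inhibition of 50% or more at 10 µM, then 40% or more on retest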; note: some results filed as inactive read as strong as hits
ERa SRC1 inh: blocks coactivator binding to human estrogen receptor alpha; P03372; TR-FRET ER-alpha LBD / SRC-1 peptide, estradiol-bound; inhibition, % at 25.6 µM; 1.7% of 86,000 active; AID 629; in the data active = inhibition above about 50%;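 note: 0% = receptor plus peptide control and 100% = peptide only without receptor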
FAK inh: inhibitors of human focal adhesion kinase. biochemical FAK kinase activity assay. inhibition, %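 (tested at 7 µM)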. 0.84% of 97,000 active. AID 727; in the data active = inhibition above about 19%;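 note: 0% = DMSO and 100% = reference compound high control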
Target sequence (Q05397 whole entry, looked up): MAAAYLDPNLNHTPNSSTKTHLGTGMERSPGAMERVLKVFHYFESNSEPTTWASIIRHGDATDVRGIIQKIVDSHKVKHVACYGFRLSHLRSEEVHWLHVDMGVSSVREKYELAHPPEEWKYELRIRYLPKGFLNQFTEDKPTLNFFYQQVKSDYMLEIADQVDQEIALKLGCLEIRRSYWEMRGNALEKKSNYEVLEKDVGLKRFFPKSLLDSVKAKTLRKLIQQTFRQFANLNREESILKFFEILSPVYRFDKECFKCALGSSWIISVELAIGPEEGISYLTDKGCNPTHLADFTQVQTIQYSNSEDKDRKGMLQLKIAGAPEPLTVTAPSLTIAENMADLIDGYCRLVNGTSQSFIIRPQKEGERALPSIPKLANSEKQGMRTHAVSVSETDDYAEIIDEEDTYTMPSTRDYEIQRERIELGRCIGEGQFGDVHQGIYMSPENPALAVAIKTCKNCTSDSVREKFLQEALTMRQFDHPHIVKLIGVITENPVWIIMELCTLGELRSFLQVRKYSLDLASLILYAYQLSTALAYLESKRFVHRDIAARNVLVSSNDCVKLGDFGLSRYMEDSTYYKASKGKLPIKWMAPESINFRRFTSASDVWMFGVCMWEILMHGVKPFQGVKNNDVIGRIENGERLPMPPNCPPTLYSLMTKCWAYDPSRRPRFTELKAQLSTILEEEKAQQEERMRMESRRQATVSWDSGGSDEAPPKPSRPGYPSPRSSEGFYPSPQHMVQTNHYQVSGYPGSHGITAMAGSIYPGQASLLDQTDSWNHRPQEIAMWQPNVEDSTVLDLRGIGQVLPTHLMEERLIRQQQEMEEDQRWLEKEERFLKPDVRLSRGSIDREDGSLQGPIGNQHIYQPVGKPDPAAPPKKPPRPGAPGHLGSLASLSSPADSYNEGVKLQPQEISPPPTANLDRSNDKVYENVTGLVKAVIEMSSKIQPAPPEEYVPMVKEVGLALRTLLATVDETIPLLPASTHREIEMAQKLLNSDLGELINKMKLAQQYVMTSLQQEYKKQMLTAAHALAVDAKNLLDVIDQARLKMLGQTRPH
ERb SRC1 inh: ER-beta (human) coactivator binding inhibition; TR-FRET ER-beta LBD / SRC1-Cy5 peptide binding; receptor agonist-loaded with 1 µM estradiol; inhibition, % at 25.6 µM; 1.3% of 86,000 active;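 active = compounds whose percent inhibition of the receptor-coactivator binding signal exceeds about 50% in the single-dose screen, limit read from the data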;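 note: 0% = receptor plus peptide wells without compound and 100% = peptide-only wells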
Ecoli WT expand: E. coli BW25113 growth inhibition, expanded screen. OD600 absorbance. growth inhibition, % at 100 µM. 0.15% of 98,000 active. AID 710;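 active = growth inhibition above about 50% at one test dose, limit read from the data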;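 note: growth measured after 20 h incubation at 37 °C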
MT1-MMP txn act: MT1-MMP promoter transcription activation; HT1080 MT1-MMP promoter luciferase reporter, luminescence, overnight; hits give high values; activation factor at 10 µM; 0.16% of 86,000 active; AID 750;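 active = activation factor of at least 2 for MT1-MMP transcription at 10 µM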
CD11b adhes enh: enhancers of human CD11b/CD18 binding to fibrinogen; P05107+P11215; K562 CD11b/CD18 adhesion to fibrinogen, ATPlite luminescence; activation, % at 10 µM; 0.07% of 93,000 active; AID 1499;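 active = 10 µM primary screen giving 50% or more activity, confirmed by 40% or more on retest at that dose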; note: strong numbers were not always called active; reference of the scale not given here
* = called active by the depositor; nt = no result given; [ ] = another dose, or the depositor's remark.

SMILES	PLAP act	ERa coact pot	CD11b adhes inh	ERa SRC1 inh	FAK inh	ERb SRC1 inh	Ecoli WT expand	MT1-MMP txn act	CD11b adhes enh
COCCN(CC(=O)NCC1CCCO1)C(=O)CCC(=O)Nc1cc(C)ccn1 (stereo unspecified)	nt	97	nt	-10	0	-2[fluorescence artefact?]	nt	1.1	nt
COc1ccc(-n2c(C)nc(=O)c(-c3ccccc3)c2C)cc1	nt	124	nt	-5	0	-10	nt	1	nt
COC(=O)CSCc1nc2ccccc2[nH]c1=O	nt	95	nt	-2	nt	-2[fluorescence artefact?]	nt	1.3	nt
N#CC1=C(N)S[C@H](C(=O)C23CC4CC(CC(C4)C2)C3)[C@H]1c1ccncc1	0.9	76[fluorescence artefact?]	nt	-2	-1	1	1	0.8	nt
COCCNC(=O)c1sc2nc(-c3ccccc3)cn2c1C	0.9	117	nt	-14	-4	-5	3	1.7	nt
c1ccc(-c2n[nH]c(-c3ccccn3)n2)cc1	2.2*	101	10	-3	-1	3	8	1.1	-3
COc1cccc2cc(-c3nc(-c4cccs4)cs3)c(=O)oc12	0.9	86	-9	50*[fluorescence artefact?]	4	24[fluorescence artefact?]	-18	1.6	82
Cc1cc(C)nc(SCC(=O)c2cc3ccccc3oc2=O)n1	1.3	84	-7	8	0	-1[fluorescence artefact?]	-3	1.1	-4
COc1ccc(C2NC3=C(CCCC3)C(C#N)(C#N)C2(C#N)C#N)cc1 (stereo unspecified)	1.8	85	-5	18[fluorescence artefact?]	-5	25[fluorescence artefact?]	2	1.2	17
O=C(NCCc1ccc(F)cc1)N1CCOCC1	0.9	105	-1	-27	-1	-25[fluorescence artefact?]	9	1.3	-4
C=CCn1c(CNC(=O)c2ccco2)nnc1SCC(=O)N1c2ccccc2Sc2ccccc21	1.5	97	-4	-3	-1	-1	-7	1.2	-3
CC(=O)c1c(C)[nH]c(C(=O)Nc2cc(C)ccc2C)c1C	1	97	-3	-6	-6	-13	-4	1	-2
S=C(Nc1ccc(Br)cc1)N1CCN(C2CCCCC2)CC1	1.3	nt	-3	nt	6	nt	3	nt	4
O=C(c1cccc(-n2cnnn2)c1)N1CCOCC1	0.9	100	-12	-22	1	-29	3	1.2	3
O=C(O)c1cccc(S(=O)(=O)N2Cc3ccccc3C2)c1	nt	116	nt	-2	-1	-7	nt	1.1	nt
CCCS(=O)(=O)Nc1c(C(=O)O)[nH]c2ccccc12	1.2	126[fluorescence artefact?]	-28	-4	-2	-4	6	1.5	-5
CCOC(=O)C1CCN(C(=O)COc2ccc(Cl)cc2Cl)CC1	1.3	110	-16	-1	0	-4	3	1	-6
COC(=O)c1[nH]c2cc(C)ccc2c1NC(=O)CN1CCCc2ccccc21	1.4	nt	nt	nt	3	nt	-2	2.2*	nt
O=C(Nc1ccccc1C(F)(F)F)c1cc(-c2cccc(O)c2)on1	1.1	nt	2	nt	1	nt	-18	1.2	3
COc1ccc(NC(=O)CC2C(=O)N(c3ccc(OC)cc3)C(=O)N2CCN2CCN(C)CC2)cc1 (stereo unspecified)	1	105	-4	-1	-5	-4	-5	1.3	-3
CCc1nnc(NC(=O)NC(C)(C)C)s1	0.9	121[fluorescence artefact?]	-25	-4	1	-4[fluorescence artefact?]	-3	1.3	6
CN1CCN(S(=O)(=O)c2ccc(Br)c3nsnc23)CC1	1.3	94	6	2	4	-12	-4	1.2	3
CCN(CC)C(=O)C1CCCN(Cc2sccc2C)C1 (stereo unspecified)	1	85	1	-3	-2	8	5	1.1	-4
O=C(CSc1nc2ccccc2s1)Nn1cnnc1	1.2	104	-4	0[fluorescence artefact?]	6	3[fluorescence artefact?]	-6	1	5
COC(=O)CCSCc1cn2cc(Cl)ccc2n1	1	88	-27	-6	6	8[fluorescence artefact?]	4	0.7	2

Shown field by field: entries from further up.
O=C(CSc1nc2ccccc2s1)Nn1cnnc1
- PLAP act = 1.2
- ERa coact pot = 104
- CD11b adhes inh = -4
- ERa SRC1 inh = 0[fluorescence artefact?]
- FAK inh = 6
- ERb SRC1 inh = 3[fluorescence artefact?]
- Ecoli WT expand = -6
- MT1-MMP txn act = 1
- CD11b adhes enh = 5

COC(=O)CCSCc1cn2cc(Cl)ccc2n1
- PLAP act = 1
- ERa coact pot = 88
- CD11b adhes inh = -27
- ERa SRC1 inh = -6
- FAK inh = 6
- ERb SRC1 inh = 8[fluorescence artefact?]
- Ecoli WT expand = 4
- MT1-MMP txn act = 0.7
- CD11b adhes enh = 2

The results go on:
SMILES	PLAP act	ERa coact pot	CD11b adhes inh	ERa SRC1 inh	FAK inh	ERb SRC1 inh	Ecoli WT expand	MT1-MMP txn act	CD11b adhes enh
CCc1ccc2c(c1)/C(=C/C(=O)c1cccs1)C(=O)N2	0.7	89[fluorescence artefact?]	-1	-1	2	-6	-15	1.1	-7
CCOC(=O)CSc1nc(N)c(C#N)c(CC(C)C)c1C#N	0.9	65[fluorescence artefact?]	-11	16	0	15	4	1.1	1
COc1cccc(NC(=O)CSc2nc(N)cc(N)n2)c1	0.9	119	-23	-5	6	-6	8	1.1	1
CCOC(=O)N1CC=C2C(C#N)=C(N)C(C#N)(C#N)[C@H](c3ccc(OC(C)C)c(OCC)c3)[C@H]2C1	1.3	95[fluorescence artefact?]	-17	14	2	13[fluorescence artefact?]	-10	1	25
O=C(NCCN1C(=O)C2C3C=CC(C3)C2C1=O)N1CCCCC1 (stereo unspecified)	1.1	91	2	5	8	-8[fluorescence artefact?]	1	1.1	0
NC1=NC(c2cccc(O)c2)n2c(nc3ccccc32)N1 (stereo unspecified)	1.4	122	-2	-3	-4	-3[fluorescence artefact?]	1	1.1	1
COc1cc(CNCCO)ccc1OCC(=O)Nc1ccc(Br)cc1	1.2	109	-2	-3	6	1[fluorescence artefact?]	9	1.4	1
O=c1c2c(-c3ccc([N+](=O)[O-])cc3)csc2nc2n1CCC2	nt	69	nt	-5	3	-10	nt	1.1	nt
COc1ccc(S(=O)(=O)N2CCCN(S(=O)(=O)c3ccc(OC)cc3C)CC2)c(C)c1	1	nt	-2	nt	nt	nt	-17	nt	1
CCC(C)(c1ccc(C(=O)OC)s1)c1ccc(C(=O)OC)s1	1.5	87	22	5	-4	1	10	1	0
CCOC(=O)c1cc(CC)sc1NC(=O)c1ccc(N2C(=O)CCC2=O)cc1	1.5	nt	28	nt	10	nt	-1	nt	10
Cc1ccc(-c2nc(C3CCCN(S(=O)(=O)c4ccc(C)cc4)C3)no2)cc1 (stereo unspecified)	1.1	99	28	-1	-11	-11	-17	1.1	2
Nc1ccc2oc3ncccc3c(=O)c2c1	0.7	94[fluorescence artefact?]	-25	5[fluorescence artefact?]	8	16	5	1.2	-3
Cc1ccc(/C=N/n2nnnc2N)o1	0.9	131	-25	4[fluorescence artefact?]	-1	2[fluorescence artefact?]	7	1.2	-3
CCN1CCN(CC(=O)N2c3ccccc3CC2C)CC1 (stereo unspecified)	0.9	113	nt	-17	1	-13	7	1.1	nt
CCOc1ccc2nc(SC3CC(=O)N(c4ccc(OC)cc4)C3=O)sc2c1 (stereo unspecified)	1.1	nt	-11	nt	-6	nt	-2	nt	0
COCC(=O)NC1CCN(S(=O)(=O)c2ccc(C(=O)O)cc2)CC1	0.9	128	-6	-15	-1	-5	-13	1	-2
O=C1CC(c2ccccc2)Cc2nc(N3CCc4ccccc43)ncc21 (stereo unspecified)	nt	174	nt	2	5	9[fluorescence artefact?]	nt	1	nt
CCCCOC(=O)C1C2C=C[C@]3(CN(C(C)c4ccc(OC)cc4)C(=O)[C@H]13)O2 (stereo partly specified)	1.1	121	-8	-7	-1	-7	1	1	0
CCC(=O)Nc1cccc(NC(=O)c2cccc([N+](=O)[O-])c2)c1	0.8	nt	-15	nt	-10	nt	-1	nt	0
Clc1ccc(OCc2nnc(SCc3nnc(-c4ccccc4)o3)o2)c(Cl)c1	1.7	105[fluorescence artefact?]	2	30	1	22	-11	1.5	2
CCOC(=O)c1c(C)n(C)c2ccc(OC)c(NC(=O)CN3CCN(Cc4ccccc4)CC3)c12	1.1	109	nt	-11[fluorescence artefact?]	-5	5	7	1.2	nt
COc1ccc2c(c1OC)C(=O)OC2Nc1ncccc1C (stereo unspecified)	1.1	102	nt	-5	-2	-9	0	1.3	nt
Cc1nnc(SCC(=O)N/N=C/c2cn(-c3ccccc3)nc2-c2ccc(F)cc2)n1-c1ccccc1	0.9	nt	-7	nt	6	nt	-8	nt	19
COc1ccc(NC(=O)CN(Cc2ccccc2)S(C)(=O)=O)c(OC)c1	0.9	112	6	-2[fluorescence artefact?]	-1	-2[fluorescence artefact?]	0	1	1

New compounds follow.
SMILES	PLAP act	ERa coact pot	CD11b adhes inh	ERa SRC1 inh	FAK inh	ERb SRC1 inh	Ecoli WT expand	MT1-MMP txn act	CD11b adhes enh
CCCCSc1nnc(C)c(=O)[nH]1	1.1	101	15	2	-1	-5	7	1.2	1
CCc1ccc(NC(=O)N(CCN(C)C)C(C)c2cccnc2)cc1 (stereo unspecified)	1.6	90	3	9	0	10	0	nt	2
Cc1ccc(F)cc1NC(=O)c1cccc(N(C)C)c1	1.1	121	17	8[fluorescence artefact?]	5	2	1	1.2	-1
O=C(NNc1nc2ccccc2s1)C1CC1	2.2*	nt	5	nt	3	nt	15	nt	-1
CC(C)n1c(CCC(=O)O)ccc1-c1ccccc1	1	101	-1	2	-8	6	2	1.1	-1
O=C(O)c1ccc(Sc2nnc(-c3cccc(Br)c3)o2)c([N+](=O)[O-])c1	1.3	108	-10	-1	-6	-3	4	0.9	-3
Cc1nc2nc(-c3ccccc3)cn2nc1C	1	109	-4	15	nt	-6	-2	0.5	-1
CC(C)N=C1SCC(C)(/C=N/O)S1 (stereo unspecified)	1	118	-6	-4	-1	-2	2	1	1
CC1(C)CC(=O)c2sc(NS(C)(=O)=O)nc2C1	1	111	2	-41	-1	-15	-3	1.2	3
Cc1nn(C)c(C)c1CN(C)S(=O)(=O)c1ccc2ccccc2c1	nt	93	nt	17	0	-3	nt	1.1	nt
CC1CN(S(=O)(=O)c2cccc(C(=O)NCc3ccc4c(c3)OCO4)c2)CC(C)O1 (stereo unspecified)	1.2	108	-6	-8	-1	-9[fluorescence artefact?]	-8	1	-2
Cc1ccc2c(c1)nnn2C1CCN(CC(=O)Nc2ccc3c(c2)OCCO3)CC1	1.5	122	6	2	-3	-12	9	1.2	1
CCOC(=O)c1sc2nc(N3CCOCC3)c3c(c2c1N)CCN(Cc1ccccc1)C3	0.9	130	-7	-1	4	-6	-2	1.1	6
COC(=O)c1ccccc1NC(=O)c1noc2c1CCCC2	0.9	114	-1	-6	nt	-6	-2	1.1	0
COC(=O)c1nc(NC(C)=O)n[nH]1	1	93	-14	-4	3	-3	-6	1.1	-2

Grouped by structure: those above containing two or more sulfur atoms
SMILES	PLAP act	ERa coact pot	CD11b adhes inh	ERa SRC1 inh	FAK inh	ERb SRC1 inh	Ecoli WT expand	MT1-MMP txn act	CD11b adhes enh
COc1cccc2cc(-c3nc(-c4cccs4)cs3)c(=O)oc12	0.9	86	-9	50*[fluorescence artefact?]	4	24[fluorescence artefact?]	-18	1.6	82
C=CCn1c(CNC(=O)c2ccco2)nnc1SCC(=O)N1c2ccccc2Sc2ccccc21	1.5	97	-4	-3	-1	-1	-7	1.2	-3
CN1CCN(S(=O)(=O)c2ccc(Br)c3nsnc23)CC1	1.3	94	6	2	4	-12	-4	1.2	3
O=C(CSc1nc2ccccc2s1)Nn1cnnc1	1.2	104	-4	0[fluorescence artefact?]	6	3[fluorescence artefact?]	-6	1	5
COc1ccc(S(=O)(=O)N2CCCN(S(=O)(=O)c3ccc(OC)cc3C)CC2)c(C)c1	1	nt	-2	nt	nt	nt	-17	nt	1
CCC(C)(c1ccc(C(=O)OC)s1)c1ccc(C(=O)OC)s1	1.5	87	22	5	-4	1	10	1	0
CCOc1ccc2nc(SC3CC(=O)N(c4ccc(OC)cc4)C3=O)sc2c1 (stereo unspecified)	1.1	nt	-11	nt	-6	nt	-2	nt	0
CC(C)N=C1SCC(C)(/C=N/O)S1 (stereo unspecified)	1	118	-6	-4	-1	-2	2	1	1
CC1(C)CC(=O)c2sc(NS(C)(=O)=O)nc2C1	1	111	2	-41	-1	-15	-3	1.2	3
